From PubChem
mHTT CaM bind: disrupts binding of mutant huntingtin to calmodulin. P42858. AlphaScreen His-mHTT/GST-CaM binding, luminescence. inhibition, % at 15 µM. 190,000 compounds, 3.6% hits. AID 1671202;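 note: 0% = both proteins with DMSO and 100% = one protein alone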
Pf apPOL inh: Pf-apPOL DNA polymerase inhibition; inhibition, % at 10 µM; AID 1794808; Recombinant Pf-apPOL, molecular beacon fluorescence, 1.5 h; 210,000 compounds, 0.25% hits
Active calls of the source: *; x = no result given; & = joins results of further samples. Cut-off read from the data, not from the text of the source: active = inhibition above about 50%; inactive = the rest. Not all compounds are listed. The share of hits here may be higher or lower than overall.

structure,mHTT CaM bind,Pf apPOL inh
Cc1ccccc1C(=O)Nc1ccc(F)cc1F,-3.5,5.8
COC(=O)C(C)N1N=C(C(=O)N2CCCCCC2)S(=O)(=O)c2ccc(C)cc21 (stereo not given),-6.3,-4.9
Cc1cccc(N=c2oc3ccc(Cl)cc3cc2C(=O)Nc2nccs2)c1,1.0,4.6
COc1ccc(OC)c(NC(=O)c2ccc3c(c2)C(=O)N(CC(C)C)C3=O)c1,1.6,-2.0
Cc1c(C(=O)NN)sc(-c2ccccc2)c1C#N,13.9,12.6
CCOC(=O)C1=C(C)NC2=C(C(=O)CC(C)(C)C2)C1c1ccc(OC)cc1OC (stereo not given),1.6,-0.9
O=C(CSc1cn(CCNC(=O)c2ccccc2F)c2ccccc12)NC1CCCCC1,4.0,5.3
CC1=NN(c2ccc(F)cc2)C(=O)/C1=C/c1ccc(OCc2ccccc2)cc1,12.0,-1.8

Arranged by SMILES length (smallest number first): some entries from above.
structure,mHTT CaM bind,Pf apPOL inh
Cc1ccccc1C(=O)Nc1ccc(F)cc1F,-3.5,5.8
Cc1cccc(N=c2oc3ccc(Cl)cc3cc2C(=O)Nc2nccs2)c1,1.0,4.6
COC(=O)C(C)N1N=C(C(=O)N2CCCCCC2)S(=O)(=O)c2ccc(C)cc21 (stereo not given),-6.3,-4.9

(next part)
structure,mHTT CaM bind,Pf apPOL inh
COc1ccccc1Cc1noc(C2CN(C(=O)C(C)(C)Oc3ccc(Cl)cc3)C2)n1,70.3*,-4.0
CC1CCCCC1NC(=O)C1(C)Cn2c(cc3sccc32)C(=O)N1C1CCCCCC1 (stereo not given),-1.3,3.0
CSc1nsc(SC)c1C(=O)Nc1cc(C(F)(F)F)cc(C(F)(F)F)c1,x,-10.3
Cc1cccc(CNC(=O)C2=C3CCCN3c3ccccc3S2(=O)=O)c1,8.6,-1.5
Cn1cnc2c1c(=O)n(Cc1ccccc1)c(=O)n2C,-5.7,-1.5
CCSc1nnc(NC(=O)C2CC3CCC2C3)s1 (stereo not given),-5.1,-3.3
CCOc1ccc(CN2CCc3nc(Nc4ccccc4)ncc3C2)cc1,5.9,8.8
COc1cccc(C(=O)N2CCN(c3cc(-c4ccccc4)[nH]n3)CC2)c1,5.4,-6.9
COc1ccc(N2C(=O)c3ccccc3C2C(=O)NC2CCCC2)cc1Cl (stereo not given),0.0,-13.3
CN1C(=O)C2(CCN(C(=O)c3ccc(Cl)cc3)C2)c2ccccc21 (stereo not given),6.4,-3.1
CSc1nc2ccc3nc(NC(=O)c4cccs4)sc3c2s1,7.1,2.4
CCOc1cc(/C=c2\sc3nc4ccccc4n3c2=O)cc(I)c1O,0.0,-2.1
Cc1ccccc1OCC(=O)Nc1ccc2oc(-c3ccncc3)nc2c1,69.8*,7.7
COc1ccc(C2=NN3C(C2)c2cc(OC)ccc2OC32CCCCC2)cc1 (stereo not given),60.0*,-17.3
O=C1OC(c2ccccc2)=N/C1=C\c1cc2ccccc2nc1N1CCOCC1,-1.0,-10.5
CC12CC(NC(=O)N1CCc1ccccc1)c1ccccc1O2 (stereo not given),-2.0,2.0
Clc1cccc(N2CCN(c3ncnc4nc[nH]c34)CC2)c1,-3.0,-2.8
COc1ccc(-c2nnc(N3CCC(C(=O)NCC4CC4)CC3)o2)cc1,-1.2,1.2
CNC(=O)Nc1ccc(N2CCCCC2)nc1,18.3,-5.1
Cc1ccc(N2C(=O)NC3CC2(C)Oc2ccc(Br)cc23)cc1F (stereo not given),13.0,3.4
Cc1nn(-c2ccc(F)cc2)c2nc(N3CCC(NC(=O)c4cccnc4)CC3)sc12,-2.5,-4.7
O=C(Nc1ccc([N+](=O)[O-])cc1)c1cc2cc(Br)cc(Br)c2oc1=O,-3.0,1.4
O=C(CCc1conc1-c1ccc(F)cc1)N1CCN(c2cccc(Cl)c2)CC1,18.7,1.8
Cc1onc(-c2c(F)cccc2Cl)c1C(=O)Nc1cc(C(F)(F)F)cc(C(F)(F)F)c1,x,-10.3&-4.5
COc1ccc(-c2nccc(C3CCCN(C(=O)Cc4ccc(F)cc4)C3)n2)cc1 (stereo not given),22.0,0.9
C=C(C)Cn1c(-c2ccc(OC)c(OC)c2)nc2ccccc21,14.0,4.1
O=C1NC(=S)NC1=CC=Cc1ccccc1,17.1,-1.6
COc1ccc2c(c1)OC(=Cc1ccc(O)cc1)C2=O,-12.2,-4.5
Cc1cc(C2C(C#N)=C(N)N(c3cccnc3)C3=C2C(=O)CC(c2ccccc2)C3)c(C)s1 (stereo not given),58.0*,-6.2
Cn1ncc2c(N3CCOCC3)ncnc21,x,4.1
O=C(COc1ccc(Cl)cc1Cl)N1CCN(c2ccccc2F)CC1,-2.2,-1.8
CCn1c(N2CCC(C(=O)N3CCN(c4ccccn4)CC3)CC2)cc(=O)n(C)c1=O,53.1*,-1.1
O=c1/c(=C/c2ccccc2)sc2nc(-c3cccc(Cl)c3)nn12,8.0,1.8
Cc1ccc(NC(=O)c2n[nH]c(=O)c3ccccc23)cc1Cl,-4.0,-0.9
COc1ccc(NCN2C(=O)S/C(=C\c3ccccc3OC)C2=O)cc1,52.0*,7.4
CCNc1cc(N2CCC(CCC(=O)NCCN3CCCCCC3)CC2)ncn1,8.2,-0.1
COc1cnn(Cc2ccccc2)c(=O)c1Cl,-2.1,-7.7
O=C(CCS(=O)(=O)c1cccc2nsnc12)Nc1ccc2c(c1)OCCO2,7.0,-8.2
Cc1ccc(NC(=O)COc2ccc(Cl)cc2)c(C)c1,-9.5,-15.5
CN(C)c1ccc(-c2ccc([C@H]3[C@@H]4C=CCC[C@@]4(C)C(=O)N3Cc3ccccc3)c(F)c2)cc1,43.5,1.5
CN1CCN(C(=O)C=Cc2ccc3c(c2)OCO3)C2(CCCC2)C1,5.1,-7.6
Cc1ccc(CNC2CCN(c3ccc(C(=O)Nc4ccc(F)cc4)cn3)C2)cc1 (stereo not given),-1.2,-4.0
Cc1cc2c(=O)n(CC(=O)Nc3ccc(Cl)cc3C)ccc2s1,-8.2,-1.7
CC1CN(C(=O)Nc2ccccc2Cl)c2cc(Cl)ccc2O1 (stereo not given),-43.1,2.3
COCCn1c(=N)c(C(=O)NC2CCCC2)cc2c(=O)n3ccccc3nc21,2.0,-1.4
CCN(CC)c1ccc(C2CC(=O)C3=C(C2)Nc2ccccc2NC3c2ccco2)cc1 (stereo not given),41.0,13.9
Cc1cccc(C(=O)Nc2ccc(NC(=O)Cc3ccccc3)cc2)c1,-1.2,2.5
O=C(CNS(=O)(=O)c1cccs1)Nc1cccc(C(F)(F)F)c1,-1.0,6.2
O=C(CCc1nc(-c2cccs2)no1)Nc1ccccn1,2.0,0.1
COc1ccc(-n2nc(C(=O)NCC(=O)O)c3ccccc3c2=O)c(OC)c1,2.0,-2.7
COc1ccccc1Oc1ccc(C(F)(F)F)cc1NC(=O)c1sc2ccccc2c1Cl,x,-23.7
COc1ccc(CN2CC[C@H]3C=CC[C@@H](C(=O)NC4CCCCC4)[C@H]3C2=O)cc1OC,-7.0,-6.7
O=C(CC(c1ccccc1)c1ccccc1)NCC(O)C1CCCCC1 (stereo not given),-7.7,0.5
O=C(NCc1cc(F)cc(F)c1)c1cn2c(n1)CCCC2,4.6,-34.8
CCNC(=O)C1CC(c2ccc(CC)cc2)CN(C(=O)c2ccoc2)C1 (stereo not given),14.4,-6.5
O=C(Nc1ccc2c(c1)CCC2)N1CC2CC1CC2NS(=O)(=O)c1ccccc1 (stereo not given),2.0,-1.5

(next part)
structure,mHTT CaM bind,Pf apPOL inh
Cc1ccc(SCCN2CCC(NC(=O)OCc3ccccc3)CCC2=O)cc1 (stereo not given),8.8,-7.7
COc1cccc(NC(=O)Cc2cn(C)c3ccccc23)c1,10.0,-10.6
CC(=O)N1CCC2(CC1)N=C(c1ccccc1O)CC(c1ccc(Cl)cc1)N2 (stereo not given),28.1,-7.2
CCOc1cccc(CNC(=O)C2CCN(c3nnc(-c4ccccc4)o3)CC2)c1,20.0,-2.3
Cc1c(Br)cc(C(=O)N2CCCCCC2)c(C)c1C,-3.9,-0.2
O=C(NC1CC1)C1CCN(c2ncccc2-c2nc(-c3cccc(Cl)c3)no2)CC1,-7.3,-3.5
Cc1cccc(-c2nc(C3CCN(S(=O)(=O)c4cc(F)cc(F)c4)CC3)no2)c1,-0.9,-4.5
CCOC(CNC(=O)CCNC(=O)c1cc(OC)c(OC)c(OC)c1)OCC,-5.0,-6.1
N#CCC[C@@H]1CC[C@]2(CCCN(Cc3ccc(Cl)cc3)C2)O1,74.2*,-3.0
CCC(=O)N1CCc2c(C(=O)NC3CC3)cccc21,-4.5,-3.8
CC1CC(C)CN(Cc2cc(=O)oc3cc4c(cc23)CCC4)C1 (stereo not given),-10.8,1.7
O=C(CC1CCCC1)N1CCCC(c2nc(-c3ccccc3)n[nH]2)C1 (stereo not given),11.7,-2.5
CC(=O)c1cc2c(cc1NC(=O)CCC(=O)O)OCO2,-4.0&4.3,-12.0&-4.9
O=S1(=O)c2c(cccc2N2CCSCC2)Oc2ccccc2CN1Cc1cn(Cc2ccc(F)cc2)nn1,7.6,0.4
CC(O)(Cc1oc2ccc([N+](=O)[O-])cc2c1N1CCOCC1)C1CC2C=CC1C2 (stereo not given),23.0,1.1
O=C1CC(C(=O)Nc2ccccc2Cl)N=C(Nc2nc3ccccc3s2)N1 (stereo not given),7.0,-0.2
CCOCC(=O)NC1CCN(c2ncnc3c2CCC3)C1 (stereo not given),-0.7,-0.9
CC(=O)Nc1cccnc1N1CCOCC1,-6.3,-0.7
Cc1cccc(CNC(=O)C2CCN(c3nc4cccnc4s3)CC2)c1,1.6,1.4
O=C(Nc1ccc(Br)cc1)c1ccc(F)c(S(=O)(=O)NC2CCCCCC2)c1,12.0,-2.0
CCOC(=O)C1CCC(CNC(=O)N2CCCn3nc(-c4cccs4)cc3C2)CC1 (stereo not given),20.2,-7.3
CNC(=S)N1CCOC1c1ccc([N+](=O)[O-])s1 (stereo not given),x,-14.5
c1ccc(C(Sc2ncn[nH]2)c2ccccc2)cc1,1.0,-4.8
O=C1CCCC2=C1C(c1ccc(O)c(O)c1)Nc1ccc3ncccc3c12 (stereo not given),16.0,-6.0
O=C(NC1CCCCCC1)c1c(F)c(F)c(F)c(F)c1F,-8.4,-10.3
COc1cccc(C2CC(c3ccccc3O)=NC3(CCN(C(C)C)CC3)N2)c1O (stereo not given),27.1,-5.9
Cn1cc2c3c(cccc31)CN(C(=O)Nc1cccc(Cl)c1F)CC2,1.8,-0.1
O=C(NCc1[nH]nc2ccccc12)c1ccc(Br)o1,-1.8,-3.8
CCOC(=O)COc1ccc2c(c1)OC(=Cc1cc(Cl)cc3c1OCOC3)C2=O,3.2,5.4
O=C(Nc1cc(C(F)(F)F)cc(C(F)(F)F)c1)C(c1ccccc1)C1CCCC1 (stereo not given),x,-1.4
Cc1nc2c(C(=O)NC3CC3)cnn2c(C)c1Cc1ccc(F)cc1,64.0*,-5.4
CCSc1nnc2c(n1)OC(c1ccc(C(=O)O)cc1)Nc1ccccc1-2 (stereo not given),5.0,-9.1
C=CCN1c2cc(C(=O)NCc3cccc(OC)c3OC)ccc2OCC1C (stereo not given),20.9,-3.1
CCNc1nc(NC(C)C)nc(Oc2ccc(OCCOc3ccccc3C)nn2)n1,37.0,-4.5
COCC(=O)Nc1cc(Cl)cc(Cl)c1,-7.1,0.8
COc1ccccc1NC(=O)CN1C(=O)C(c2ccc(Cl)cc2)=NC1(C)C,1.0,-11.5
O=C(O)c1cc(S(=O)(=O)N2CCCCC2)c(Cl)cc1Cl,-7.5,-5.9
C#CCC1(Cc2c(F)cccc2Cl)C(C)=NN=C1C,x,0.0
COc1ccccc1/C=C1\SC(=N)N(c2ccc(F)cc2)C1=O,15.0,-3.8
O=C(NC1CC2CC1CN2C(=O)Cc1c(F)cccc1Cl)c1ccccc1 (stereo not given),6.6,-2.7

Fetched by structure from the entries so far (four):
structure,mHTT CaM bind,Pf apPOL inh
CCNc1nc(NC(C)C)nc(Oc2ccc(OCCOc3ccccc3C)nn2)n1,37.0,-4.5
COc1ccccc1/C=C1\SC(=N)N(c2ccc(F)cc2)C1=O,15.0,-3.8
O=C(O)c1cc(S(=O)(=O)N2CCCCC2)c(Cl)cc1Cl,-7.5,-5.9
COc1ccccc1NC(=O)CN1C(=O)C(c2ccc(Cl)cc2)=NC1(C)C,1.0,-11.5

Going on with the list:
structure,mHTT CaM bind,Pf apPOL inh
CC(C)CNC(=O)C1CCCN(c2ncnc3c2oc2ccccc23)C1 (stereo not given),29.9,1.5
Cc1ccccc1Cn1c(=N)n(CC(O)c2ccc(Cl)c(Cl)c2)c2ccccc21 (stereo not given),100.2*,0.5
O=C(O)Cc1csc(SCC(=O)Nc2ccc(F)cc2)n1,-20.5,4.0
CCOC(=O)N1CCC(NC(=O)C2=C(C)C(=O)OC23CCCCCC3)CC1,5.8,-4.1
O=C(CNC(=O)c1ccc(Cl)cc1)c1ccc(Cl)cc1,x,-9.8
Cc1oc(C2CCN(C(=O)c3ccccc3)CC2)nc1C(=O)N1CCCCC1,12.0,-6.3
COc1ccc(C2C(C#N)=C(C)NC(C)=C2C#N)cc1,x,-7.2&2.2
CCCCN1CCN(C(=O)CCC2CCN(c3cc(NCC)ncn3)CC2)CC1,19.6,-2.1
Cn1c(N2CCOCC2)nc2c1c(=O)n(Cc1cccc(Br)c1)c(=O)n2C,0.0,2.4
